Source: PubChem BioAssay
hIAP block: blocks human intestinal alkaline phosphatase | actives 0.12% (n = 330,000) | purified IAP, CDP-Star luminescence, 30 min | inhibition, % at 10 µM | AID 2544;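 active means inhibition reaching a set limit with compound at 10 µM in the primary screen, cut at about 35% in these data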;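 further: plate controls were DMSO wells with enzyme for no effect and no-enzyme buffer wells for full effect; values of inactives mirror those of a sister screen read the other way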
Target sequence (P09923 whole entry, looked up): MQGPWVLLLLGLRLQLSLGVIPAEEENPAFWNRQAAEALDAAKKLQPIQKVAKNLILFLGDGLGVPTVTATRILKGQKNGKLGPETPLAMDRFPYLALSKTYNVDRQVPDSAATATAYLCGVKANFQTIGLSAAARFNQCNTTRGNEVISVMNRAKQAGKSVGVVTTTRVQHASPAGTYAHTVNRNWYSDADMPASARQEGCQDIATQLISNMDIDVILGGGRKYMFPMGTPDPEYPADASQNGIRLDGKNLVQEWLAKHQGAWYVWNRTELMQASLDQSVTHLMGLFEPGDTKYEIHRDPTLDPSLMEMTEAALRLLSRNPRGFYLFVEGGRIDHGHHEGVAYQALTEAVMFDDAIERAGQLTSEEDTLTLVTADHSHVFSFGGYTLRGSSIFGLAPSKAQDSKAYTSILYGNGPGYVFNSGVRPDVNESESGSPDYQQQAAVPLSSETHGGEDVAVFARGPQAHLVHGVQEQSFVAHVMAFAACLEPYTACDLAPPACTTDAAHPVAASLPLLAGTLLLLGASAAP
beta cell repl: inducers of beta-cell replication in MIN6 cells. actives 0.29% (n = 330,000). proliferation, % at 10 µM. AID 2380. MIN6 cells proliferation, ATPlite luminescence, 48 h; cells starved in 0.2% serum; 100% = growth in 10% serum;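 active means compounds whose signal lies at least 3.5 SD above the mean of all wells on their plate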;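 further: 0% = DMSO-treated cells in low-serum medium and 100% = 10% serum control; some compounds called inactive have numbers as strong as hits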
A3A deaminase: inhibitors of human APOBEC3A DNA deaminase; P31941; recombinant A3A, FAM/TAMRA ssDNA deamination fluorescence; inhibition, % at 20 µM; actives 0.41% (n = 330,000); AID 493011;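 active means at least 40% inhibition at 20 µM here, with at most 30% in a related deaminase screen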;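 further: plate controls were A3A with DMSO for no effect and wells lacking A3A enzyme for full effect; some results filed as inactive read as strong as hits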
hIAP activ: human IAP activation | purified human IAP, CDP-Star luminescence, 30 min; stronger effect = higher value; 1 = vehicle-only enzyme, 0 = enzyme-free background | activation factor at 10 µM | actives 0.16% (n = 330,000) | P09923;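 active means activation factor of the enzyme at least 2-fold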; further: the source names both 10 and 20 µM as test concentration; values of inactives mirror those of a sister screen read the other way
mIAP inh: mouse IAP inhibition. purified mouse IAP, CDP-Star luminescence, 30 min. inhibition, % at 10 µM. actives 0.2% (n = 330,000);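 active means inhibition of at least 40% at 10 µM in the primary screen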;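 further: plate controls were DMSO with enzyme for no effect and no enzyme wells for full effect; values of inactives mirror those of a sister screen read the other way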
mIAP activ: increases mouse intestinal alkaline phosphatase activity. muIAP, CDP-Star luminescence, 30 min; stronger effect = higher value; 1 = vehicle-only enzyme signal, 0 = enzyme-free wells. activation factor at 10 µM. actives 0.24% (n = 330,000). AID 2805;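 active means activation factor of at least 2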; further: the source names both 10 and 20 µM as test concentration; values of inactives mirror those of a sister screen read the other way
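System: mouse IAP enzyme. Reagent: CDP-Star chemiluminescent phosphatase substrate. Benchmarks: DMSO wells, no-enzyme wells. Times: 30 min enzyme-substrate-compound incubation at room temperature. Detection: luminescence from enzymatic CDP-Star hydrolysis. Doses: test compounds delivered from DMSO solution.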
ATG4B inh: ATG4B (human) cysteine protease inhibition | AID 504462 | actives 0.51% (n = 340,000) | inhibition, % at 8.33 µM | ATG4B cleavage of LC3-PLA2, NBD-HPC fluorescence, 1 h | Q9Y4P1; in the data active means inhibition above about 40%
MPTP inh: blocks calcium-induced mitochondrial swelling | inhibition, % at 10 µM | isolated mouse mitochondria, Ca2+ swelling absorbance, 30 min | actives 1.4% (n = 360,000);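 active means inhibition of 50% or more, scaled per plate between neutral and stimulator controls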;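 further: 0% = DMSO wells given calcium and 100% = 1 mM EGTA wells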
APOBEC3G inh: blocks human APOBEC3G single-stranded DNA deamination; Q9HC16; recombinant A3G, ssDNA deamination FAM/TAMRA fluorescence; inhibition, % at 20 µM; actives 0.28% (n = 330,000); AID 493012;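 active means inhibition of at least 40% at 20 µM, with no more than 30% in the related APOBEC3A deaminase screen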;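 further: plate controls were DMSO wells with A3G for no effect and wells lacking A3G enzyme for full effect; some compounds called inactive have numbers as strong as hits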
Target sequence (Q9HC16 whole entry, looked up): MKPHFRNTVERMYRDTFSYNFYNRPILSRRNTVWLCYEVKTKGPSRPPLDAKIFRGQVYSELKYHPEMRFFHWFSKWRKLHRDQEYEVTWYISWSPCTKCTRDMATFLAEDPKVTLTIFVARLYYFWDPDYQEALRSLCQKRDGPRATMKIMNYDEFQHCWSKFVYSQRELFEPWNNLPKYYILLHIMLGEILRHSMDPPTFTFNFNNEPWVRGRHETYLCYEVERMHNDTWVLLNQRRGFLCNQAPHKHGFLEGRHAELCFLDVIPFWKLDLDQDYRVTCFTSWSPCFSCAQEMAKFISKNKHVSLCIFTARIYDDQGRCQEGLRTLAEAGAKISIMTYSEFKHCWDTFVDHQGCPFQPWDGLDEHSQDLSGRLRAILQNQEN
An asterisk follows results filed as active; x = not tested or not shown.

Start of the data: the first 2 records (preview)
SMILES	hIAP block	beta cell repl	A3A deaminase	hIAP activ	mIAP inh	mIAP activ	ATG4B inh	MPTP inh	APOBEC3G inh
CCN1CCN(CC(=O)Nc2ccc(OC(F)(F)F)cc2)CC1	4	1	-3	0.96	2	0.98	-1	-0.9	-9
CC1CCCC(NC(=O)COC(=O)COc2ccccc2Cl)C1C (stereo not given)	-15	-1	-3	1.1	4	0.96	-11	-1.5	-11

The listing (from the top)
SMILES	hIAP block	beta cell repl	A3A deaminase	hIAP activ	mIAP inh	mIAP activ	ATG4B inh	MPTP inh	APOBEC3G inh
CCN1CCN(CC(=O)Nc2ccc(OC(F)(F)F)cc2)CC1	4	1	-3	0.96	2	0.98	-1	-0.9	-9
CC1CCCC(NC(=O)COC(=O)COc2ccccc2Cl)C1C (stereo not given)	-15	-1	-3	1.1	4	0.96	-11	-1.5	-11
Cc1noc(C)c1NC(=O)N(C)C[C@@H]1Oc2ccc(NC(=O)C3CCCCC3)cc2C(=O)N([C@@H](C)CO)C[C@H]1C	8	-2	0	0.92	-13	1.1	-3	0.2	-6
CC(C)c1nnc(NC(=O)C2CCCO2)s1 (stereo not given)	-4	-1	2	1	-13	1.1	-1	-0.4	3
Cc1cc(O)c(N)c(C)c1Cl	15	-5	1	0.85	6	0.94	-7	1.6	7
CC(=O)c1c(C)[nH]c(C(=O)OCc2cccc(Cl)c2)c1C	-2	0	4	1	-9	1.1	1	28	-8
Cc1ccc(CN2CCC(NC(=O)c3ccccc3)CC2)cc1	-5	-4	-2	1.1	11	0.89	-3	0.1	-5
NS(=O)(=O)c1ccc(NC(=S)N2CCN(Cc3ccc4c(c3)OCO4)CC2)cc1	-1	-3	-2	1	13	0.87	0	-0.6	-7
O=C(Nc1sc2c(c1C(=O)NCc1ccco1)CCCC2)c1ccc2c(c1)OCO2	12	-2	3	0.88	17	0.83	30	0.7	-5
COc1c(O)cccc1[C@@H](O)C1CCN(CCc2ccc(F)cc2)CC1	1	0	-5	0.99	4	0.96	-10	1.4	-10
COC(=O)c1ccc(Cn2cc([N+](=O)[O-])cn2)cc1	-34	-2	0	1.3	-11	1.1	1	0.3	-6
CC1CCCN(CCCNC(=O)C2CCC(CNS(=O)(=O)c3cccc4nsnc34)CC2)C1 (stereo not given)	1	3	-2	0.99	5	0.95	-2	0.7	5
CC(=O)N1Cc2ccccc2CC1C(=O)NCc1ccccc1F (stereo not given)	-9	2	-1	1.1	4	0.96	0	1.3	-8
COc1ccc(N2CCN(Cc3nc4c(c(=O)n(C)c(=O)n4C)n3CCc3ccccc3)CC2)cc1	8	-2	-5	0.92	-4	1	0	-1.0	-8
CCN(CC)c1ccc(/C=N/NC(=O)c2cc(C)nc3ccccc23)cc1	-10	-3	-5	1.1	9	0.91	-2	0.4	-10
C=CCn1c(=O)c2ccccc2n2c(=S)[nH]nc12	6	4	-7	0.94	1	0.99	6	-1.5	50*
COc1ccc(S(=O)(=O)N2CCOCC2)cc1NC(=O)c1cc(C)oc1C	3	-1	-1	0.97	-4	1	-2	-0.1	-8
Cc1cc(N)c(NC2=CC(=O)CC(C)(C)C2)cc1C	6	-1	-4	0.94	4	0.96	-13	-0.5	-4
O=C(NCC1CCCO1)c1ccc(COCC(F)(F)C(F)F)cc1 (stereo not given)	-7	-1	1	1.1	-9	1.1	0	-1.4	5
CN(C)c1cccc(C(=O)NN2C(=O)NC3(CCCCC3)C2=O)c1	12	-3	0	0.88	-8	1.1	5	-0.6	4
O=C(CCN1C(=O)/C(=C\c2ccc(F)cc2)SC1=S)Nc1ccccc1	3	-2	-3	0.97	-2	1	6	2.9	-7
Cc1ccc(N(C)C(=O)c2ccc(CNc3c(N4CCC(C)CC4)c(=O)c3=O)cc2)cc1	-27	-4	-3	1.3	-23	1.2	-9	4.4	-3
COc1ccc(CNC(=O)COC(=O)c2ccc(Br)c(S(=O)(=O)N3CCOCC3)c2)cc1	-10	-2	-4	1.1	-9	1.1	-8	-1.3	-8
COc1ccc(N2CCN(C(CNS(=O)(=O)c3ccc(C)cc3)c3ccccc3)CC2)cc1 (stereo not given)	1	-5	-1	0.99	-6	1.1	-4	0.2	3
O=S(=O)(c1ccc(Br)cc1)N1CCCC1c1nc2ccccc2s1 (stereo not given)	6	-1	2	0.94	-5	1.1	4	3.3	0

Given in CSV form: part of the list above.
SMILES,hIAP block,beta cell repl,A3A deaminase,hIAP activ,mIAP inh,mIAP activ,ATG4B inh,MPTP inh,APOBEC3G inh
O=C(CCN1C(=O)/C(=C\c2ccc(F)cc2)SC1=S)Nc1ccccc1,3,-2,-3,0.97,-2,1,6,2.9,-7
Cc1ccc(N(C)C(=O)c2ccc(CNc3c(N4CCC(C)CC4)c(=O)c3=O)cc2)cc1,-27,-4,-3,1.3,-23,1.2,-9,4.4,-3
COc1ccc(CNC(=O)COC(=O)c2ccc(Br)c(S(=O)(=O)N3CCOCC3)c2)cc1,-10,-2,-4,1.1,-9,1.1,-8,-1.3,-8
COc1ccc(N2CCN(C(CNS(=O)(=O)c3ccc(C)cc3)c3ccccc3)CC2)cc1 (stereo not given),1,-5,-1,0.99,-6,1.1,-4,0.2,3
O=S(=O)(c1ccc(Br)cc1)N1CCCC1c1nc2ccccc2s1 (stereo not given),6,-1,2,0.94,-5,1.1,4,3.3,0

Next section
SMILES	hIAP block	beta cell repl	A3A deaminase	hIAP activ	mIAP inh	mIAP activ	ATG4B inh	MPTP inh	APOBEC3G inh
COc1ccc(-n2c(SC)nnc2-c2c[nH]c3ccccc23)cc1	-8	5	0	1.1	-1	1	-5	-1.1	-2
COc1ccc(-c2nc(N)n(C(=O)c3cccs3)n2)cc1	-8	-4	-1	1.1	6	0.94	-10	-1.5	-6
CCN(C(=O)COC(=O)CNS(=O)(=O)c1ccc2ccccc2c1)C1CCCCC1	4	-5	10	0.96	5	0.95	-12	-0.6	-8
Fc1ccc(CSc2nnc(-c3ccncc3)o2)cc1	11	1	0	0.89	-5	1	-3	-1.0	-6
CN(CC(=O)Nc1ccc(F)cc1)C(=O)CCc1ccccc1	3	-1	-2	0.97	-3	1	7	0.8	-4
CN(C)N(C)C(=O)C(O)(c1ccccc1)c1ccccc1	0	-3	1	1	2	0.98	3	1.4	-1
Cc1ccc(S(=O)(=O)N2CCN(C(=O)c3sccc3C)CC2)cc1	-25	-2	-3	1.2	-1	1	0	0.1	1
O=C(COC(=O)c1cccc([N+](=O)[O-])c1)c1ccc2c(c1)OCO2	-15	-2	-1	1.2	2	0.98	x	x	-9
S=c1[nH]nc(-c2ccc3ccccc3n2)n1-c1ccc2ncccc2c1	12	3	2	0.88	12	0.88	-11	1.3	39
CCN(CCCNC(=O)CN1C(=O)COc2ccc(S(=O)(=O)N3CCC(C)CC3)cc21)Cc1ccccc1	-12	3	-5	1.1	-6	1.1	-8	-1.0	-1
COC(=O)C1CN(C(=O)COc2ccccc2)c2ccccc2O1 (stereo not given)	15	-2	1	0.85	6	0.94	3	-0.1	0
CCOC(=O)C1(CC2CC2)CCN(S(=O)(=O)C[C@]23CC[C@H](CC2=O)C3(C)C)CC1	7	-2	0	0.93	5	0.95	14	2.3	-4
COc1ccc(C)cc1N1CC(C(=O)OCc2nc(N)nc(Nc3ccccc3C)n2)CC1=O (stereo not given)	-2	-2	1	1	7	0.93	-4	-0.5	-5
COCCCNS(=O)(=O)c1ccc(SC)cc1	1	0	-1	0.99	0	0.99	-2	-0.1	-1
NC(=O)CC(NC(=O)Cc1ccc(Br)cc1)c1ccc(N2CCCCCCC2)c([N+](=O)[O-])c1 (stereo not given)	21	-5	-4	0.79	14	0.86	-4	-1.7	-7
COc1ccc(CC(=O)Nc2ccc(-c3cn4ccc(C)cc4n3)cc2)cc1	-8	-2	-1	1.1	-17	1.2	-9	-0.8	-1
S=C(NCC1CCCO1)NC1CC1 (stereo not given)	2	-2	-1	0.98	1	0.99	2	-0.5	-3
O=C(Nc1ccc2c(c1)OCCO2)C1CCCN1S(=O)(=O)c1cccc2cccnc12 (stereo not given)	9	1	4	0.91	2	0.98	1	-1.6	0
CN1CC=C2C(C#N)=C(N)C(C#N)(C#N)[C@H](c3ccoc3)[C@H]2C1	-3	0	1	1	18	0.82	2	1.1	0
CC(C)(C)c1cc(C(=O)NN)n(Cc2ccc(Cl)cc2Cl)n1	-13	-3	4	1.1	-8	1.1	-1	3.6	-1
CC(CNC(=O)c1cc(COc2c(F)cccc2F)on1)c1ccccc1 (stereo not given)	-16	-3	-7	1.2	5	0.95	24	0.8	-6
COC(=O)c1ccc(N2C(=O)CC(SCCN)C2=O)cc1 (stereo not given)	-6	0	-11	1.1	0	1	-4	1.1	-3
Cc1ccc(-n2ncc3c(Nc4cccc(C(=O)O)c4)ncnc32)cc1	18	-2	-3	0.82	3	0.97	-4	3.4	-8
O=C(CN(c1ccc(F)cc1)S(=O)(=O)c1ccccc1)NC1CC2CCC1C2 (stereo not given)	-39	1	-1	1.4	1	0.99	1	0.7	-4
COc1ccc2c(C(=O)NCCCCO)c(-c3ccc(S(C)(=O)=O)cc3)sc2c1	-10	-2	-5	1.1	-12	1.1	2	1.3	-11
O=P(Cc1cc[n+]([O-])cc1)(c1ccccc1)c1ccccc1	3	-4	1	0.97	-13	1.1	-8	0.1	1
O=C(O)c1c2c(nc3ccccc13)-c1ccccc1CC2	-3	-1	1	1	-7	1.1	-10	-0.8	1
O=C(Nc1ccccc1O)c1cccc(S(=O)(=O)Nc2ccccc2O)c1	-72	-2	-5	1.7	20	0.8	-2	44	-6

5 compounds picked at random from the list so far, as already listed:
SMILES	hIAP block	beta cell repl	A3A deaminase	hIAP activ	mIAP inh	mIAP activ	ATG4B inh	MPTP inh	APOBEC3G inh
Cc1ccc(-n2ncc3c(Nc4cccc(C(=O)O)c4)ncnc32)cc1	18	-2	-3	0.82	3	0.97	-4	3.4	-8
CN1CC=C2C(C#N)=C(N)C(C#N)(C#N)[C@H](c3ccoc3)[C@H]2C1	-3	0	1	1	18	0.82	2	1.1	0
CC(CNC(=O)c1cc(COc2c(F)cccc2F)on1)c1ccccc1 (stereo not given)	-16	-3	-7	1.2	5	0.95	24	0.8	-6
COC(=O)c1ccc(N2C(=O)CC(SCCN)C2=O)cc1 (stereo not given)	-6	0	-11	1.1	0	1	-4	1.1	-3
CCN(CCCNC(=O)CN1C(=O)COc2ccc(S(=O)(=O)N3CCC(C)CC3)cc21)Cc1ccccc1	-12	3	-5	1.1	-6	1.1	-8	-1.0	-1
